Screening results as filed in PubChem BioAssay.
EBV LMP1 NFkB: EBV LMP1-driven NF-kappaB luciferase reporter inhibitors, primary screen, cell-based, luminescence, single point | LMP1-induced NF-kappaB luciferase reporter cells | inhibition, % at 12.5 µM | 350,000 compounds, 0.69% hits; in the data active = inhibition above about 41%;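 note: 0% = neutral control wells and 100% = reference inhibitor control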
TROY NFkB inh: inhibitors of TROY-driven NF-kB signaling, primary screen, Q293 LMP1-TROYcd cells, NF-kB luciferase, uHTS. Q293 LMP1-TROYcd NF-kB luciferase reporter, 4 h. inhibition, % at 10 µM. 360,000 compounds, 0.98% hits;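 active = compounds whose plate-normalised and pattern-corrected inhibition of the luciferase reporter signal at the single screening dose is 50% or more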
C8 TRAIL sens: viability loss with TRAIL in NB7+C8 cells, primary screen, TRAIL sensitizer project, cell-based, ATPlite luminescence; AID 624354, 2012; 360,000 compounds, 1% hits; inhibition (viability loss, TRAIL sensitization), % at 10 µM;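 active = compounds causing at least 50% loss of cell viability in the single-dose screen, relative to plate controls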
NCOA3 inh: SRC3 coactivator transcriptional activity inhibitors, primary screen, cell-based, luminescence. Nuclear receptor coactivator 3 (Homo sapiens), Q9Y6Q9. HEK293 GAL4-SRC3 luciferase reporter. inhibition, % at 3.6 µM. 360,000 compounds, 0.17% hits;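 active = inhibition above a per-campaign cutoff, the mean of all compounds plus 3 SD, cut at about 60% in these data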;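 note: 0% = DMSO-treated cells and 100% = gossypol-treated cells at 36 µM; higher means less SRC3-driven luciferase light from the GAL4 reporter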
Target sequence (Q9Y6Q9 whole entry, looked up, the tested form may be a part): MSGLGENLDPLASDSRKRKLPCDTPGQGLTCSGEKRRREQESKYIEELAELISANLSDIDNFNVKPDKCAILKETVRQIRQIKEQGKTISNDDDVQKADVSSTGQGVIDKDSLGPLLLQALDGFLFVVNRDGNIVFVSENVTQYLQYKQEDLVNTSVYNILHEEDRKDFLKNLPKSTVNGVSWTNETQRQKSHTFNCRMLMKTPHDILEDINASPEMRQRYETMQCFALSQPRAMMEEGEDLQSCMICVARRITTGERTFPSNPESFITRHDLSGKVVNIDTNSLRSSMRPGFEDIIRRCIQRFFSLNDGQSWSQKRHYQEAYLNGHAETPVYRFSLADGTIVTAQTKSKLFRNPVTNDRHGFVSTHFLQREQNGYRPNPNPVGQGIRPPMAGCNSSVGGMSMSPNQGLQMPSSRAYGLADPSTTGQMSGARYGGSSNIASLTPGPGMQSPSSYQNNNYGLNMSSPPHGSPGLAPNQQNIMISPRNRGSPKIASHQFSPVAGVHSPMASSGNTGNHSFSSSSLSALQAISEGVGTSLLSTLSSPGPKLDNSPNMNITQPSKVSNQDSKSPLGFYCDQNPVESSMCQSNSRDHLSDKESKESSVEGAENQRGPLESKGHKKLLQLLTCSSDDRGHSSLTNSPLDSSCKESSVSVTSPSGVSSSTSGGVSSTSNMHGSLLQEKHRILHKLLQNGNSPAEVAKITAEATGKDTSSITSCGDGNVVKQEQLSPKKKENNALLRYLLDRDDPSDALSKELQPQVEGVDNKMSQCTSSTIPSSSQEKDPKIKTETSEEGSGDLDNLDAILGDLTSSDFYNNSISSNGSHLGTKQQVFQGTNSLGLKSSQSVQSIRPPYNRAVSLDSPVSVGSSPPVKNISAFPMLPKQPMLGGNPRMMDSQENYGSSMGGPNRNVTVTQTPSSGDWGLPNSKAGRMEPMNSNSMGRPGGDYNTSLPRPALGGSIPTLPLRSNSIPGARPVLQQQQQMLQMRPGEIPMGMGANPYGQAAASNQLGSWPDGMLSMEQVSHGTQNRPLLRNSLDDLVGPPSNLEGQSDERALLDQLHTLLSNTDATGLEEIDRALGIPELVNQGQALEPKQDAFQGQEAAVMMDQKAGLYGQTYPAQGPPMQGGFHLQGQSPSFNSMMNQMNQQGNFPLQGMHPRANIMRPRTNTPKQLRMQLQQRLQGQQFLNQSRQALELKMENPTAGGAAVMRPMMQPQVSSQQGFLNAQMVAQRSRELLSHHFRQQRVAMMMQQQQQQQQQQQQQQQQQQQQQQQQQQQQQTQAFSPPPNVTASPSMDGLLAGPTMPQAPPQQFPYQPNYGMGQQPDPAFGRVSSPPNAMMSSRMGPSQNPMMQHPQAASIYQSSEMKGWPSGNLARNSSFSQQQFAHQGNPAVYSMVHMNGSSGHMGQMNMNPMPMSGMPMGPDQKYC
LRH-1 inv ag: LRH-1 (NR5A2) inverse agonists, primary screen, cell-based, luminescence, HEK293T, StAR-luciferase reporter; 360,000 compounds, 0.13% hits; LRH-1 transfected, 24 h; inhibition, % at 3.6 µM; Nuclear receptor subfamily 5 group A member 2 (Homo sapiens), O00482;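 active = inhibition above the mean inhibition of all tested compounds plus 3 SD, cut at about 73% in these data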;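 note: 0% = DMSO wells and 100% = reporter-only cells lacking LRH-1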
Shn3 inh set2: reduction of Shn3 3'UTR firefly luciferase signal, primary screen, Schnurri-3 inhibitor project, cell-based, Clone20 osteoblasts, set 2. Clone20 osteoblast Shn3 3'UTR firefly luciferase, 24 h. 360,000 compounds, 0.52% hits. inhibition, % at 12.5 µM;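 active = mean inhibition of at least 75% with every replicate also reaching 75%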;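 note: 0% = median of neutral control wells and 100% = pilot-screen positive control compound; some compounds past the cut are filed as inactive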
CF NFkB inh: inhibitors of PAF-induced NF-kB signaling, primary screen, cell-based, GFP fluorescence, uHTS. inhibition, % at 5 µM. 360,000 compounds, 0.86% hits. AID 588850, 2011. KKLEB NF-kB-GFP reporter, GFP fluorescence overnight;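 active = at least 50% inhibition at 5 µM, scaled per plate between neutral and stimulator controls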;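 note: PAF is a Pseudomonas aeruginosa culture filtrate used as stimulus; plate controls were PAF-stimulated DMSO wells for no effect and unstimulated DMSO wells for full effect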
COUP-TFII inh: NR2F2 transcriptional activity inhibitors, primary screen, cell-based, luciferase reporter, HEK293T, luminescence; COUP transcription factor 2 (Homo sapiens), P24468; HEK293T NGFI-A luciferase reporter; inhibition, % at 8.6 µM; 370,000 compounds, 0.7% hits; AID 686940, 2013;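 active = inhibition above a per-plate cutoff, mean inhibition of test wells between control levels plus 3 SD, cut at about 38% in these data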;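 note: cells cotransfected with COUP-TFII expression vector driving the NGFI-A reporter; 0% = median of COUP-TF2 test wells and 100% = reporter-only cells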
TWEAK-Fn14 inh: inhibitors of TWEAK-Fn14 signaling, primary screen, luciferase reporter cells, uHTS; TWEAK-stimulated Fn14 reporter cells, luciferase luminescence, 8 h; 360,000 compounds, 2% hits; inhibition, % at 10 µM; in the data active = inhibition above about 50%
NCOA1 inh: SRC1 coactivator transcriptional activity inhibitors, primary screen, cell-based, luminescence; Nuclear receptor coactivator 1 (Homo sapiens), Q15788; HEK293 GAL4-SRC1 luciferase reporter; inhibition, % at 3.6 µM; 360,000 compounds, 0.12% hits;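 active = inhibition above the campaign mean plus 3 SD, with each screening campaign given its own cutoff, cut at about 60% in these data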;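 note: 0% = DMSO treated cells and 100% = gossypol at 36 µM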
KKLEB tox: cytotoxicity in KKLEB CF airway cells, primary screen, cytotoxicity control for CF NF-kB inhibitor project, cell-based, uHTS, fluorescence assay plates | KKLEB CF airway cells viability, ATPlite luminescence, overnight; hits give low values; cells stimulated with P. aeruginosa culture filtrate | activity change (cytotoxicity), % at 5 µM | 360,000 compounds, 0.36% hits;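 active = corrected activity change at or below -50% at 5 µM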
* = called active by the depositor; . = not tested or not shown.

SMILES,EBV LMP1 NFkB,TROY NFkB inh,C8 TRAIL sens,NCOA3 inh,LRH-1 inv ag,Shn3 inh set2,CF NFkB inh,COUP-TFII inh,TWEAK-Fn14 inh,NCOA1 inh,KKLEB tox
COc1ccc(NS(=O)(=O)c2ccc(S(=O)(=O)N3CCCC3)cc2)cc1Cl,-4,14,8,4,7,8,10,8,7,7,8
Cc1ccc(C(CC(=O)O)C2CCOC(C)(C)C2)cc1 (stereo unspecified),-10,-10,-9,9,-8,10,1,-8,-13,4,2
Cc1nn(C)cc1S(=O)(=O)N1CCCCC1C (stereo unspecified),0,-12,-3,12,15,-4,0,12,6,-3,1
NC(=O)C1CCN(c2cc(Cl)nc(N)n2)CC1,2,-3,0,26,17,-5,-25,12,-20,8,-2
CC1(C)C2CCC13CS(=O)(=O)N[C@@H]3C2 (stereo partly specified),-2,-13,-2,23,-13,-9,10,-3,11,2,-2
CCSC1=C(C#N)C(c2ccc3c(c2)OCO3)C2=C(CCCC2=O)N1 (stereo unspecified),4,9,-6,10,0,-4,24,18,1,3,-7
CCOCCCNC(=O)C1CCCN1C(=O)Nc1ccccc1[N+](=O)[O-] (stereo unspecified),5,-5,-12,9,4,-4,0,-3,-6,-15,5
CCN1CCN(c2ccc(S(=O)(=O)N3CCCCC3)cc2NC(=O)Cc2c(Cl)cccc2Cl)CC1,-2,5,12,-17,-17,-7,23,7,0,2,-24
Cc1cccc(C(=O)N/N=C/c2ccc(OC3CSC3)cc2)c1,-47,-31,-1,1,3,-10,-1,-8,-75,4,-17
COc1ccc(/C=N/Nc2nc(C)c([N+](=O)[O-])c(N(C)c3ccccc3)n2)cc1OC,11,.,-14,1,8,1,0,5,82*,0,7
Cc1cccc(C)c1NC(=O)CSC(=S)N1CCCC1,-6,-3,3,12,-8,1,8,8,8,3,-6
Cc1ncc([N+](=O)[O-])n1CC(=O)N/N=C/c1ccc(F)cc1,2,2,-7,10,4,12,-1,-2,-5,5,13
CCOc1ccc(N2C(=O)CC(N(O)c3ccccc3)C2=O)cc1 (stereo unspecified),-5,-53,-13,-20,-49,-54,-1,-29,-40,-40,1
O=C(CN1C(=O)NC2(CCc3ccccc32)C1=O)c1cccs1 (stereo unspecified),1,4,2,-23,-12,4,10,5,4,-4,8
CCOC(=O)c1nc(C)n(-c2ccc([N+](=O)[O-])cc2)n1,-1,-1,-7,7,10,-24,3,7,-9,-3,5
NC(=O)C1(C(=O)O)OC1(c1ccc(Cl)cc1)c1ccccc1Cl (stereo unspecified),-7,-20,-1,-9,2,8,-1,-8,-1,-9,7
COc1ccccc1NC(=O)CSc1nc2sc(C)c(C)c2c(=O)n1C,18,34,3,3,-6,75,21,5,37,13,-6
Fc1cc(Br)ccc1NC(=S)Nc1cccnc1,-8,-6,2,12,6,-2,21,-3,-7,-16,-4
CCNC(=O)c1cc2c(c(-c3cccc(-c4cccnc4)c3)n1)[C@H](CCO)N(S(C)(=O)=O)C2,.,11,-5,.,20,.,.,-13,28,.,.
COCc1c(C(=O)N/N=C\c2cccnc2)nnn1-c1nonc1N,-3,-19,-5,-4,-7,10,-32,-2,1,-5,-1
COc1ccc(C(=O)C2CCN(C(=S)Nc3ccc(F)cc3)CC2)cc1,-6,16,-7,15,10,17,5,15,-2,9,-14
O=C(NC(Cc1ccc2c(c1)OCO2)C(=O)NC(Cc1ccccc1)C(=O)O)c1ccccc1 (stereo unspecified),-5,-14,-17,-14,-3,2,5,-10,-13,-9,-2
COc1cc(/C=N/NC(=O)Cc2ccccc2)cc(OC)c1OC,3,-2,-6,-18,7,11,-11,-14,1,1,24
O=C(COc1ccc2c(c1)CCC2)NCc1cccc(Cl)c1,0,-16,15,-9,-13,-1,2,3,-6,8,9
O=S(=O)(CCC1CCCCN1)c1ccccc1 (stereo unspecified),4,47,16,8,4,79,15,-4,8,0,-6
COc1ccc(CNC(=O)CCS(=O)(=O)Cc2ccc(C)cc2)c(OC)c1,4,10,-14,9,2,8,-2,-11,5,-16,8
CCc1cccc(C)c1NC(=O)C(c1ccccc1)N1CCC1=O (stereo unspecified),1,-19,-26,-2,4,0,-5,9,-12,-6,7
O=C(c1cc2ncc(Br)cn2n1)N1CCCCC1,4,1,2,2,-25,0,-2,5,-15,-16,6
Cc1ccc(NC(=O)COC(=O)Cc2cccs2)cc1S(=O)(=O)N1CCOCC1,-3,24,-6,-8,-10,5,18,10,6,-34,-6
CC1CC(C)(C)N(C(=O)CN2CCN(C)CC2)c2ccccc21 (stereo unspecified),6,9,-22,-12,-1,14,1,0,25,10,0
COc1ccc2nc(NC(=O)C3CCCO3)sc2c1 (stereo unspecified),-1,-23,10,-96,-104,-102,-8,-6,28,-111,-14
CCOC(=O)C1=CNS(=O)(=O)NC1c1cccc(O)c1 (stereo unspecified),2,-4,-6,-8,-1,-13,-9,2,-1,-3,2

An excerpt from above in order of the EBV LMP1 NFkB value, high to low.
mol	EBV LMP1 NFkB
O=C(c1cc2ncc(Br)cn2n1)N1CCCCC1	4
CCOC(=O)C1=CNS(=O)(=O)NC1c1cccc(O)c1 (stereo unspecified)	2
CCc1cccc(C)c1NC(=O)C(c1ccccc1)N1CCC1=O (stereo unspecified)	1

Further records follow.
SMILES,EBV LMP1 NFkB,TROY NFkB inh,C8 TRAIL sens,NCOA3 inh,LRH-1 inv ag,Shn3 inh set2,CF NFkB inh,COUP-TFII inh,TWEAK-Fn14 inh,NCOA1 inh,KKLEB tox
Fc1cnc(N2CCOCC2)nc1NCc1ccccc1,5,1,-3,-5,3,5,-4,-1,-10,8,3
COC(=O)c1sc(N)c(C(=O)OC)c1COC(=O)CNS(=O)(=O)c1ccc(C)c(C)c1,2,11,-9,12,14,-3,-10,13,-4,7,4
O=C(NCc1ccccc1)C1=C[C@@H](c2ccc3c(c2)OCO3)C[C@@H](OCCCCO)O1,-2,-23,-17,-7,-18,-8,-31,5,1,-6,20
CC(Cc1ccccc1)C(=O)NCc1nc2ccccc2s1 (stereo unspecified),-14,16,0,-5,-7,-37,-29,8,28,0,-8
CCOC(=O)C(C)On1c(-c2cccc(Cl)c2)nc2ccc([N+](=O)[O-])cc21 (stereo unspecified),9,15,11,-49,-68,-11,1,-14,-5,-54,-7
Cc1ccc(-c2noc(CN(C(=O)C(c3ccccc3)c3ccccc3)C(C)C)n2)cc1,7,16,5,0,-6,66,8,3,6,-41,0
Cc1nc(-c2ccc(Cl)cc2)sc1C1(C)CC(c2ccc(C#N)cc2)=NO1 (stereo unspecified),13,-20,-2,-23,-25,1,0,6,-34,-16,11
Cc1ccc(Nc2nc(N)nc(COC(=O)C3=COCCO3)n2)cc1,-7,-13,2,-46,-100,-57,-23,-38,-32,-76,-4
O=C(c1ccco1)N1CCN(C(=O)c2cccn3c(=O)c4c5c(sc4nc23)CCCC5)CC1,2,2,-3,6,-3,-26,8,-6,-1,-18,-7
O=C(Nc1ccccc1)N1CCC(=S)Nc2ccccc21,-4,-8,6,10,14,5,-1,0,3,5,-8
COc1cc(CCCN2CCNC[C@H]2Cc2ccc(O)cc2)cc(OC)c1OC,2,-21,2,15,-7,-7,4,-7,-1,-7,-3
O=C(Nc1ccccn1)c1ccc(Cl)c(S(=O)(=O)N2CCc3ccccc32)c1,21,33,19,-29,-27,38,-6,45*,56*,2,-1
Nc1ccc(C(=O)O)cc1[N+](=O)[O-],-6,3,-1,-4,-9,-21,4,-10,-9,-3,-4
CCn1c2ccc(C)cc2c2nc3cc(C(=O)O)ccc3nc21,-21,-30,3,-106,-25,-115,28,-30,21,-48,-48
CN=C(Nc1cc(C)nn1CCC#N)c1ccc(F)cc1,1,6,-4,3,14,1,7,-6,-5,13,-1
Cc1ccc(C(=O)CSc2nnc(COc3cc(C)cc(C)c3)o2)cc1,5,16,-7,2,-1,-15,-3,1,-14,-46,9
O=C(COC(=O)c1ccc(O)cc1)NCCCc1ccccc1,-3,10,6,8,2,6,14,-27,1,-6,-5
Cc1ccc2cccc(NC(=O)C(F)(F)F)c2n1,12,-15,-5,4,12,-14,6,12,-22,-10,-11
COc1ccc(C(=O)Nc2ccccc2C(=O)NCCN2CCOCC2)cc1,-4,-33,13,-2,1,-8,-10,-24,-24,-18,-7
CC1(C(=O)NS(=O)(=O)c2ccc(Cl)cc2)CCN1C(=O)C/C=C/c1ccccc1 (stereo unspecified),.,-6,-11,-17,-8,-15,11,-4,14,0,-5
O=C(Nc1ccc(N2CCN(C(=O)c3ccco3)CC2)cc1)c1cccs1,13,-9,-1,-3,-4,-3,-4,-10,10,-14,3
COc1cc(/C=C/C(=O)Nc2ccc(N3CCCCC3)c(S(=O)(=O)Nc3ccccc3Cl)c2)cc(OC)c1OC,-1,4,-1,13,0,24,7,2,-21,5,10
COc1ccc(OC)c(C(=O)NC(CC(N)=O)c2ccc(N3CCN(c4ccccn4)CC3)c([N+](=O)[O-])c2)c1 (stereo unspecified),0,-1,4,-4,-17,-9,5,11,2,6,1
Cc1cc(C)cc(NC(=O)C2CCCN(c3nc(C)cc(C)n3)C2)c1 (stereo unspecified),-7,-15,-1,-13,-5,12,13,14,13,-28,-1
O=C(NNC(=O)c1ccccc1Br)c1ccc(Cl)c(Cl)c1,11,-61,-12,-26,-22,-6,0,-7,-42,-18,1
CCc1c(O)nc(SCC(=O)N2CCc3cc(OC)c(OC)cc3[C@@H]2C)[nH]c1=O,-12,0,0,0,13,8,2,-4,-1,-7,9
NNC(=O)c1nc2ccccc2s1,-27,8,2,-16,-30,-48,8,-4,-15,-51,-5
COc1cc(NC2=CC(=O)CC(C)(C)C2)cc(OC)c1,-4,-32,10,27,2,15,9,-3,5,-49,-4
CCOc1ccc2[nH]c(=O)c(CN(CCCO)S(=O)(=O)c3ccc(F)cc3)cc2c1,4,1,6,-3,8,21,2,-8,2,-4,12
CCCC(=O)N1CCC(CCC(=O)NC2CC2)CC1,3,-14,-2,8,-29,1,2,7,-3,4,0
CCN1C(=O)CC(N2CCN(c3ccc(OC)cc3)CC2)C1=O (stereo unspecified),-3,-5,-16,12,6,-13,-5,-19,4,-26,-16

This is a subset, so the mix of outcomes need not match the whole.
